AMPAR-TARP mod: modulators of GluA2-stargazin AMPA receptor complexes, primary screen, cell-based, membrane potential dye; Voltage-dependent calcium channel gamma-2 subunit (Mus musculus) + Glutamate receptor 2 …; HEK293 GluA2+stargazin, membrane potential dye (FDSS), glutamate EC50; hits were called plate by plate, in both directions; calls only at 30 µM; 40,000 tested, 3.5% active;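 active = any of four per-well response measures lying three or more SD from its plate-wide compound average, in either direction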
Target sequence (O88602 whole entry, looked up): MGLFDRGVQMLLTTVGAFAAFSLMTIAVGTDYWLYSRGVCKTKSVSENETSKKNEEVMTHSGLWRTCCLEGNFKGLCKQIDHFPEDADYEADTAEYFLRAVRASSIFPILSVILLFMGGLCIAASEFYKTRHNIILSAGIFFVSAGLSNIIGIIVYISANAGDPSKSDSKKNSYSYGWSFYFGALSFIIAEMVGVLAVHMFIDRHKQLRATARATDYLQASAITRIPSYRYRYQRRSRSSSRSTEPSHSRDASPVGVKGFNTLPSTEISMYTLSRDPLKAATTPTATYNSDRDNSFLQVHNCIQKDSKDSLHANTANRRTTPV
Target sequence (P19491 whole entry, looked up): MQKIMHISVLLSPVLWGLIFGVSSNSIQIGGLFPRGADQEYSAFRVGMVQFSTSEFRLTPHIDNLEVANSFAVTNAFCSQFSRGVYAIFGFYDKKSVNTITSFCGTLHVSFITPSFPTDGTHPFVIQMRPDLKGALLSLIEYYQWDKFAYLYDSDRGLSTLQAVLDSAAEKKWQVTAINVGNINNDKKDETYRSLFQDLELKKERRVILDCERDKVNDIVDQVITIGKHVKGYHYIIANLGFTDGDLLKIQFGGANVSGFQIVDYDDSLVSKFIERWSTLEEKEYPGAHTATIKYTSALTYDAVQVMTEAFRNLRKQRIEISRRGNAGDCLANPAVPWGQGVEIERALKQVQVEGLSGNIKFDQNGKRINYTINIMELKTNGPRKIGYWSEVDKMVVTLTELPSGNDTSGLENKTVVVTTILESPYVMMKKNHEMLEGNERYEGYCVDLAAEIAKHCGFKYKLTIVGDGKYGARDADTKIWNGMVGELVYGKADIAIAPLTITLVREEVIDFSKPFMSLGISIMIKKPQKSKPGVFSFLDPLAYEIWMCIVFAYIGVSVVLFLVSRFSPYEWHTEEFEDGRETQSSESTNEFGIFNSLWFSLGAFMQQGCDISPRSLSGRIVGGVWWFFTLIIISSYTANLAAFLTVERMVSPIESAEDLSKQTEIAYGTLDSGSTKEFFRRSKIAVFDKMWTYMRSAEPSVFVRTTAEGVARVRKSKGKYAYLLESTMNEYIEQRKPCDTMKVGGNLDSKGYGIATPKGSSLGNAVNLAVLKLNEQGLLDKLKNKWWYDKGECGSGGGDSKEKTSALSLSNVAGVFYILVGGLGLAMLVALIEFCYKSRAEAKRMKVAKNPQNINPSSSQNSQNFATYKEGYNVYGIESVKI
AMPAR-TARP mod agonism max-min: also measured in AMPAR-TARP mod; calls as there; compound max-min signal; compound-alone response (agonism);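 unitless range of fluorescence divided by baseline over first 100 seconds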
AMPAR-TARP mod glutamate slope: recorded beside AMPAR-TARP mod, whose call it bears; glutamate slope, % of max; measured here: glutamate response slope, % max;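 scaled per plate between vehicle wells and maximal 1 mM glutamate control wells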
* hit, by the source's call; i = inactive; + = active, no number; & = joins results of further samples. The list is partial; rates above refer to the full screens.

| no. | Compound | AMPAR-TARP mod | AMPAR-TARP mod agonism max-min | AMPAR-TARP mod glutamate slope |
| --- | --- | --- | --- | --- |
| 1 | N#Cc1ccc(COCC2CCN(C(=O)Cn3cnc4ccccc4c3=O)CC2)cc1 | i | 0.094 | 55 |
| 2 | O=C(Nc1ccc2c(c1)OCO2)C1CCN(S(=O)(=O)c2ccc(Cl)cc2)CC1 | i | 0.092 | 45 |
| 3 | COc1cccc(CCNC(=O)C(=O)Nc2ccc(C)c(Cl)c2)c1 | i | 0.1 | 63 |
| 4 | Cc1oc(-c2ccccc2Cl)cc1C(=O)Nc1nccs1 | i | 0.1 | 50 |
| 5 | O=C(CCCS(=O)(=O)c1ccc(Cl)cc1)Nc1ccc(F)cc1F | i | 0.1 | 57 |
| 6 | Cn1nc(NC(=O)c2ccc(Br)o2)c2c1NC(=O)CC2c1ccco1 (centres undefined) | i | 0.14 | 63 |
| 7 | COc1ccc(OCC(=O)N2CCN(c3ncnc4c3nnn4-c3ccc(F)cc3)CC2)cc1 | i | 0.049 | 61 |
| 8 | CCOc1cc(C(=O)N2CCC(c3cccs3)CC2)cc(OCC)c1OCC | i | 0.085 | 73 |
| 9 | O=C(Nc1ccc(N2CCCCS2(=O)=O)cc1)C(=O)NC1CCCCCC1 | i | 0.1 | 67 |
| 10 | CC(C)(C)NC(=O)C(=O)NCC1CCN(C2CCCC2)CC1 | i | 0.08 | 48 |
| 11 | CN(C)C(=O)Cc1ccc(NC(=O)Nc2ccc(Cl)c(Cl)c2)cc1 | + | 0.095* | 34* |
| 12 | Cn1cccc1C(O)CNC(=O)C(=O)Nc1ccccc1 (centres undefined) | i | 0.1 | 63 |
| 13 | COc1ccc(-c2noc(Cn3ccn4nc(-c5ccc(Cl)cc5)cc4c3=O)n2)c(OC)c1 | i | 0.11 | 64 |
| 14 | CCCN1C(=O)NC2(CCN(C(=O)Nc3ccc(Cl)cc3)CC2)C1=O | i | 0.07 | 24 |
| 15 | CCOc1ccc2c(-c3cc4cc(Br)ccc4oc3=O)cc(=O)oc2c1 | i | 0.096 | 45 |
| 16 | COc1ccc2oc(-c3ccccc3Cl)cc(=O)c2c1 | i | 0.025 | 58 |
| 17 | CC1CC(C)CN(CC(O)COc2ccc(C34CC5CC(CC(C5)C3)C4)cc2)C1 (centres undefined) | i | 0.098 | 68 |
| 18 | CCOc1ccccc1-n1c(C)c(C)n2c3c(=O)n(C(C)C(C)=O)c(=O)n(C)c3nc12 (centres undefined) | i | 0.073 | 62 |
| 19 | CCCCOc1ccc(C(=O)Nc2ccc3c(c2)CCCN3S(C)(=O)=O)cc1 | i | 0.032 | 31 |
| 20 | CCc1cccc2sc(N(CCN3CCOCC3)C(=O)c3cc(C)nn3CC)nc12 | i | 0.072 | 56 |
| 21 | Cc1ccc(Cl)cc1NC(=O)CN1CCN(S(=O)(=O)N2CCC(C)CC2)CC1 | i | 0.057 | 75 |
| 22 | COc1cccc(OC)c1C(=O)Oc1ccc(Cl)cc1C | i | 0.091&0.03 | 54&103 |
| 23 | Cn1ccnc1N1CCN(C(=O)c2ccccc2F)CC1 | i | 0.071 | 65 |
| 24 | COc1ccc(C2c3cccn3CCN2S(=O)(=O)c2ccc(Br)cc2)cc1OC (centres undefined) | i | 0.061 | 54 |
| 25 | O=C(NCCS(=O)(=O)N1CCN(c2ncccn2)CC1)c1ccc(F)cc1F | i | 0.091 | 65 |

Grouped by structure: the entries above containing a furan ring, fused or not
| no. | Compound | AMPAR-TARP mod | AMPAR-TARP mod agonism max-min | AMPAR-TARP mod glutamate slope |
| --- | --- | --- | --- | --- |
| 4 | Cc1oc(-c2ccccc2Cl)cc1C(=O)Nc1nccs1 | i | 0.1 | 50 |
| 6 | Cn1nc(NC(=O)c2ccc(Br)o2)c2c1NC(=O)CC2c1ccco1 (centres undefined) | i | 0.14 | 63 |

Returning to the listing, starting 4 compounds before the break.
| no. | Compound | AMPAR-TARP mod | AMPAR-TARP mod agonism max-min | AMPAR-TARP mod glutamate slope |
| --- | --- | --- | --- | --- |
| 22 | COc1cccc(OC)c1C(=O)Oc1ccc(Cl)cc1C | i | 0.091&0.03 | 54&103 |
| 23 | Cn1ccnc1N1CCN(C(=O)c2ccccc2F)CC1 | i | 0.071 | 65 |
| 24 | COc1ccc(C2c3cccn3CCN2S(=O)(=O)c2ccc(Br)cc2)cc1OC (centres undefined) | i | 0.061 | 54 |
| 25 | O=C(NCCS(=O)(=O)N1CCN(c2ncccn2)CC1)c1ccc(F)cc1F | i | 0.091 | 65 |
| 26 | O=C(NCCS(=O)(=O)N1CCN(c2ccccn2)CC1)c1ccc[nH]c1=O | i | 0.091 | 62 |
| 27 | O=C(CCc1ccccc1)NCCS(=O)(=O)N1CCN(Cc2ccccc2)CC1 | i | 0.054 | 48 |
| 28 | CCc1ccc(S(=O)(=O)Nc2cccc(N3CCCCC3=O)c2)s1 | i | 0.054 | 43 |
| 29 | CCOC(=O)c1cc2n(n1)CCCO2 | i | 0.027 | 38 |
| 30 | COc1ccc(S(=O)(=O)CC(=O)Nc2sc3c(c2C#N)CCCCC3)cc1 | i | 0.033 | 48 |
| 31 | COc1ccc(NC(=O)c2cc(C)oc2C)cc1 | i | 0.11 | 64 |
| 32 | CC(Oc1ccc2c(c1)OCO2)C(=O)N1CCN(c2ccc3nnc(C4CC4)n3n2)CC1 (centres undefined) | i | 0.096 | 43 |
| 33 | COc1ccc(C(=O)Nc2cccc(N3CCCC3=O)c2)cc1OC | i | 0.12 | 67 |
| 34 | COc1ccc(-c2csc(NC(=O)Cc3ccc(S(C)(=O)=O)cc3)n2)cc1OC | i | 0.1 | 60 |
| 35 | NC(=O)CSc1nc(-c2ccccc2)c(NC(=O)c2ccccc2)s1 | i | 0.1 | 45 |
| 36 | O=C(CN1CCN(c2ccc3c(c2)OCCO3)C1=O)Nc1nc2c(s1)CCCC2 | i | 0.15 | 56 |
| 37 | CN(C)CCCNc1nc2ccc(Br)cc2s1 | i | 0.11 | 73 |
| 38 | COc1ccc(NC(=O)Cn2ccn(-c3cc(C)cc(C)c3)c(=O)c2=O)cc1Cl | i | 0.11 | 51 |
| 39 | Cc1ccccc1C(=O)NCC#CCN1CCc2ccccc2C1 | i | 0.043 | 45 |
| 40 | CN(C)C(=O)Cc1ccc(NS(=O)(=O)c2cc(F)ccc2F)cc1 | i | 0.1 | 43 |
| 41 | COc1ccc(C(=O)Nc2ccc3c(c2)N(C(=O)C2CC2)CCC3)cc1OC | i | 0.065 | 48 |
| 42 | CC(=O)N1CCc2c(sc(NC(=O)c3ccno3)c2-c2nc3ccccc3s2)C1 | i | 0.087 | 41 |
| 43 | O=C(Nc1ccccc1F)N1CCN(c2ccc(-c3ccco3)nn2)CC1 | i | 0.082 | 53 |
| 44 | COc1ccc2c(-c3ccccc3)cc(N3CCOCC3)nc2c1 | i | 0.13 | 34 |
| 45 | CC(C)(C)c1ccc(C(=O)Nc2cccc(N3CCCC3=O)c2)cc1 | i | 0.1 | 66 |
| 46 | COc1cccc(OCC(=O)Nc2sc(SCC(N)=O)nc2-c2ccccc2)c1 | i | 0.068 | 65 |
| 47 | CCCCC(=O)N1CCN(c2ncnc3c2nnn3-c2cccc(OC)c2)CC1 | i | 0.06 | 51 |
| 48 | O=C(c1cc2ccccc2o1)N1CCC(c2nnc(-c3ccco3)s2)CC1 | i | 0.065 | 63 |
| 49 | CCOc1ccccc1C(=O)NCCOc1ccc2nnc(-c3ccc(OC)cc3)n2n1 | i | 0.084 | 63 |
| 50 | Cc1ccc(NC(=O)CN2CCN(c3nccn3-c3cccc(Cl)c3)CC2)c(C)c1 | i | 0.042 | 31 |

Structural class: the entries above with an aryl thioether with sulfur outside any ring (two)
| no. | Compound | AMPAR-TARP mod | AMPAR-TARP mod agonism max-min | AMPAR-TARP mod glutamate slope |
| --- | --- | --- | --- | --- |
| 35 | NC(=O)CSc1nc(-c2ccccc2)c(NC(=O)c2ccccc2)s1 | i | 0.1 | 45 |
| 46 | COc1cccc(OCC(=O)Nc2sc(SCC(N)=O)nc2-c2ccccc2)c1 | i | 0.068 | 65 |

Continuation.
| no. | Compound | AMPAR-TARP mod | AMPAR-TARP mod agonism max-min | AMPAR-TARP mod glutamate slope |
| --- | --- | --- | --- | --- |
| 51 | CCCS(=O)(=O)N1CCN(c2ccc3nnc(CC)n3n2)CC1 | i | 0.068 | 35 |
| 52 | O=C(CCSc1ccccc1)N(Cc1ccco1)c1nc2c(F)cc(F)cc2s1 | i | 0.09 | 62 |
| 53 | Cc1cc(-c2nnc(SCC(=O)N3CCC(c4nc5ccccc5o4)CC3)o2)c(C)o1 | i | 0.07 | 61 |
| 54 | CCN=C(NS(=O)(=O)c1ccccc1)c1ccccc1 | i | 0.046 | 46 |
| 55 | COc1ccc(Cl)cc1N1CC(c2nc3ccccc3n2CC(=O)N2CCCCC2)CC1=O (centres undefined) | i | 0.069 | 73 |
| 56 | Cc1ccc(Nc2ccc(NC(=O)c3ccco3)cc2)nn1 | i | 0.15 | 51 |
| 57 | Cc1nnc(C2CCN(C(=O)c3ccsc3)CC2)s1 | i | 0.082 | 56 |
| 58 | COc1ccc(Nc2nc3c(c(=O)n(C)c(=O)n3C)n2CC(=O)O)cc1Cl | i | 0.07 | 38 |
| 59 | CC(C)(C)C(O)CCNC(=O)C(=O)NC1CC1 (centres undefined) | i | 0.15 | 49 |
| 60 | Cc1cc(NC(=O)c2ccc(S(=O)(=O)N(C)C3CCCCC3)cc2)n(C(C)C)n1 | i | 0.11 | 51 |
| 61 | CNc1nn(CC(=O)Nc2cc(C)ccc2OC)c(N)c1-c1nc(-c2ccccc2C)no1 | i | 0.095 | 56 |
| 62 | Cc1ccc(S(=O)(=O)N2CCC(C(=O)Nc3c4c(nn3C)CCC4)CC2)cc1 | i | 0.094 | 48 |
| 63 | COc1cc(OC)cc(-c2noc(CSc3nc4ccsc4c(=O)n3Cc3ccccc3)n2)c1 | i | 0.14 | 71 |
| 64 | COc1ccc(CC(=O)N2CCNC(=O)C2(C)C)cc1C | i | 0.057 | 48 |
| 65 | O=C(NCC1CCCO1)c1ccc(Cl)c(S(=O)(=O)N2CCCCC2)c1 (centres undefined) | i | 0.054 | 70 |
| 66 | O=C(NCc1cccc2ccccc12)NCC(O)(c1cccs1)C1CC1 (centres undefined) | i | 0.11 | 56 |
| 67 | Cc1ccc(S(=O)(=O)CCCC(=O)Nc2nc3c(s2)CCCC3)cc1 | i | 0.064 | 50 |
| 68 | COc1cc(NS(=O)(=O)c2ccc(NC(=O)C(C)Oc3ccccc3)cc2)nc(OC)n1 (centres undefined) | i | 0.099 | 51 |
| 69 | OC(COc1ccc2cc(Br)ccc2c1)CN1CCN(c2ccccn2)CC1 (centres undefined) | + | 0.1* | 83* |
| 70 | O=c1nc2c(-c3cccc(Cl)c3)n[nH]n2c2cc(Cl)ccc12 | i | 0.041 | 59 |
| 71 | COc1ccccc1-n1c(C)cn2c3c(=O)n(CCN4CCCCC4)c(=O)n(C)c3nc12 | i | 0.072 | 34 |
| 72 | CCN(CC)CCNC(=O)c1ccc(Br)cc1 | i | 0.07&0.021 | 48&111 |
| 73 | CNC(=O)Cc1ccc(NS(=O)(=O)c2ccccc2Cl)cc1 | i | 0.047 | 31 |
| 74 | COC(=O)c1ccc(NC(=O)C(=O)NCC2CCN(c3ncccn3)CC2)cc1 | i | 0.11 | 55 |
| 75 | O=C(CCSc1ccccc1)NCC(O)(c1cccs1)C1CC1 (centres undefined) | i | 0.11 | 52 |
| 76 | COc1ccc(C(=O)Nn2cnc3c(cnn3-c3ccccc3)c2=O)cc1 | i | 0.032 | 41 |
| 77 | COc1ccccc1C(=O)NCC1(c2ccccc2)CCOCC1 | i | 0.042 | 87 |
| 78 | O=C(Nc1ccc(N2CCCS2(=O)=O)cc1)c1cccs1 | i | 0.031 | 43 |
| 79 | Cc1ccnc(NC(=O)NCCCSc2nccc(C)n2)n1 | i | 0.077 | 46 |
| 80 | COc1ccc(C)c2sc(N(CCCN(C)C)C(=O)c3ccnn3C)nc12 | i | 0.12 | 51 |
| 81 | CNC(=O)Cc1ccc(NC(=O)c2ccccc2OC)cc1 | i | 0.085 | 66 |
| 82 | O=C(NCCC(c1ccccc1)c1ccccc1)C1c2ccccc2Oc2ccccc21 | i | 0.077 | 38 |
| 83 | CN1CCc2c(sc(NC(=O)CCSc3ccccc3)c2-c2nc3ccccc3s2)C1 | i | 0.051 | 28 |
| 84 | COc1ccc(C2CC(=O)C=C(NCc3ccccc3)C2)cc1 (centres undefined) | i | 0.048 | 32 |
| 85 | CS(=O)(=O)N1CCCCC1C(=O)O (centres undefined) | i | 0.036 | 31 |
| 86 | COc1ccc(NC(=O)c2ccc(S(=O)(=O)N3CCCC3)cc2)cc1OC | i | 0.073 | 56 |
| 87 | COc1ccc(CCN2C(=O)C3CC(C)=C(C)CC3C2=O)cc1OC (centres undefined) | i | 0.11 | 62 |
| 88 | COc1cn(-c2ccc(F)cc2)nc1C(=O)N1CCC(C(N)=O)CC1 | i | 0.11 | 57 |
| 89 | CC1CN(c2ncnc3c2cnn3CCNC(=O)c2c(F)cccc2Cl)CC(C)O1 (centres undefined) | i | 0.056 | 39 |
| 90 | COc1ccc(C(=O)NCCS(=O)(=O)N2CCOCC2)cc1 | i | 0.093 | 70 |

Three entries out of the list, arranged by heavy-atom count, low to high.
| no. | Compound | AMPAR-TARP mod | AMPAR-TARP mod agonism max-min | AMPAR-TARP mod glutamate slope |
| --- | --- | --- | --- | --- |
| 78 | O=C(Nc1ccc(N2CCCS2(=O)=O)cc1)c1cccs1 | i | 0.031 | 43 |
| 87 | COc1ccc(CCN2C(=O)C3CC(C)=C(C)CC3C2=O)cc1OC (centres undefined) | i | 0.11 | 62 |
| 82 | O=C(NCCC(c1ccccc1)c1ccccc1)C1c2ccccc2Oc2ccccc21 | i | 0.077 | 38 |
